Compound activity as filed in PubChem BioAssay.
NPY1 pot ag – potentiators or agonists of human neuropeptide Y receptor Y1; AID 1304; NPY-Y1 expressing cells, potentiator/agonist activation; actives 0.37% (n = 220,000); activation, % at 3.6 µM; in the data active = activation above about 33%, passing the limit was not always enough;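 note: cells stimulated with NPY at EC10 then isoproterenol at EC100; 0% = low agonist plus stimulus and 100% = saturating agonist plus stimulus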
Target sequence (P25929 whole entry, looked up): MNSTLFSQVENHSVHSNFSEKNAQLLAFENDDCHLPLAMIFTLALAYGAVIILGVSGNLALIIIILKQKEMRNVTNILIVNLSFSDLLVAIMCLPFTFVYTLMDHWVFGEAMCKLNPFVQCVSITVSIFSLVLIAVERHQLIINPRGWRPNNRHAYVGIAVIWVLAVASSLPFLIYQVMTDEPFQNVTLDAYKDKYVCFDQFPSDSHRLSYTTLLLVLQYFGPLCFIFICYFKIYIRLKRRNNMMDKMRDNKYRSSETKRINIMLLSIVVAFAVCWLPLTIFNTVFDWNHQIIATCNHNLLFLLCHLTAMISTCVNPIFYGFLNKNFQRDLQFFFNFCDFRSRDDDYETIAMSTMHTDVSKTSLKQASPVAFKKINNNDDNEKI
Ba/F3 V617F tox – lowers viability of Ba/F3 cells expressing EpoR and JAK2V617F. ATP luminescence. inhibition, % at 5.6 µM. actives 1.1% (n = 220,000);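 active = inhibition above the campaign mean plus 3 SD over all tested compounds, cut at about 24% in these data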;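 note: cytokine-independent growth of Ba/F3 cells driven by EpoR plus mutant JAK2; 0% = DMSO-treated cells and 100% = JAK inhibitor I control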
NPY2 pot ag – human NPY-Y2 potentiation or agonism, primary screen | actives 0.45% (n = 220,000) | P49146 | cells expressing NPY-Y2, potentiator/agonist read-out | activation, % at 3.6 µM | AID 1359; in the data active = activation above about 27%;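 note: cells stimulated with NPY near EC25 plus isoproterenol at EC100; 0% = vehicle plus submaximal agonist and 100% = vehicle plus saturating agonist; some results beyond the cut were filed as inactive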
NPY-Y1 antag – NPY-Y1 (human) receptor antagonism. P25929. HEK293-CNG Y1 cells, membrane potential fluorescence; NPY at EC95, then isoproterenol. inhibition, % at 3.6 µM. actives 1% (n = 200,000);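 active = inhibition above the campaign mean inhibition of all tested compounds plus 3 SD, cut at about 20% in these data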;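 note: 0% = DMSO wells given NPY plus isoproterenol and 100% = isoproterenol alone without NPY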
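Assay system: HEK293 Y1/CNG channel cell line; Doses: single compound dose of 3.6 µM, 0.4% DMSO; Timing: dye 3 h, compound 60 min room temperature, stimulation 45 min; Technique: Membrane-potential fluorescent dye readout; Measure: % inhibition of NPY effect.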
BaF3 parental – reduces parental Ba/F3 cell viability, JAK2V617F counter-screen | actives 1.1% (n = 220,000) | CellTiter-Glo ATP luminescence | AID 1486 | inhibition, % at 5.6 µM;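 active = inhibition above a per-campaign cutoff, the mean inhibition of all tested compounds plus 3 SD, cut at about 27% in these data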;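 note: 0% = DMSO wells and 100% = JAK Inhibitor I control wells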
S1P4 antag – antagonists of human S1P4 receptor; inhibition, % at 4.98 µM; actives 0.26% (n = 220,000); O95977; S1P4-expressing cells, antagonist mode, reporter read-out; in the data active = inhibition above about 29%;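 note: 0% = wells stimulated with agonist and 100% = vehicle wells without agonist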
Target sequence (O95977 whole entry, looked up): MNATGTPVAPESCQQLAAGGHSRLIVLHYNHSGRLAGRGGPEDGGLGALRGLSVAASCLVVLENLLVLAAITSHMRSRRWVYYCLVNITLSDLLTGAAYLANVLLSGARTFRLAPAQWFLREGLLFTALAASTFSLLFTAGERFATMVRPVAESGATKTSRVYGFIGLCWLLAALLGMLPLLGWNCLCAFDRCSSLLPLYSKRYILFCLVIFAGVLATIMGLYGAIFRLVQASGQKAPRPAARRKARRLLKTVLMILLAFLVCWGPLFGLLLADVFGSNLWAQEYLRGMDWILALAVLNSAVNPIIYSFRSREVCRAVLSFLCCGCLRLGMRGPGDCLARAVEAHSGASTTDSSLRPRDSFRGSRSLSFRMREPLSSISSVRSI
Runt-CBFb FRET – blocks binding of human RUNX1 Runt domain to CBFb | actives 0.46% (n = 220,000) | Q01196+Q13951 | inhibition, % at 20 µM | Cerulean-Runt/Venus-CBFb FRET ratio 530/480, 1 h | AID 1496;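 active = inhibition over about 50% at 20 µM in the single-dose screen, limit read from the data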;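 note: 0% = DMSO wells and 100% = excess unlabeled CBFb competitor control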
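Schedule: protein complex preformed 1 h, compound exposure 1 h, room temperature, dark; test system: Cerulean-labeled Runt domain protein; amount: 100 nM per protein; buffer or medium: Tris 50 mM pH 7.5, KCl, K2SO4, 0.01% BSA; read-out: loss of energy transfer signal; detection: FRET fluorescence; controls: 5 µM unlabeled CBFb as full-inhibition high control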
S1P4 agonist – activates the human S1P4 receptor. S1P4-expressing cell line, agonist reporter assay. AID 1509. actives 0.35% (n = 220,000). O95977. activation, % at 4.98 µM; in the data active = activation above about 11%;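 note: 0% = DMSO vehicle and 100% = reference agonist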
RBBP9 inh – human RBBP9 hydrolase inhibition; AID 1515; O75884; recombinant RBBP9, FP-Rh probe fluorescence polarization; inhibition, % at 7.94 µM; actives 0.2% (n = 220,000);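 active = inhibition above the campaign mean of all tested compounds plus 3 SD, cut at about 14% in these data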;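 note: plate controls were DMSO wells with RBBP9 for no effect and wells lacking RBBP9 protein for full effect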
Target sequence (O75884 whole entry, looked up): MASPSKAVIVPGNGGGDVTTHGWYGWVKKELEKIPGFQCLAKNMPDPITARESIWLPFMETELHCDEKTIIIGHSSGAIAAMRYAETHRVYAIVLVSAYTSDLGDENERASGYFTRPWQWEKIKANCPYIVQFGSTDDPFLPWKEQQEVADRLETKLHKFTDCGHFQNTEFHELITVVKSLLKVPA
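System: RBBP9 protein | Quantity: 2.5 µM RBBP9 dispensing solution, before mixing | Reagent: FP-Rh probe, 375 nM dispensing solution | Timing: Enzyme-compound preincubation 30 min, then probe labeling 45 min, 25 °C | Measured by: Fluorescence polarization | Read-out: % inhibition | Replication: One well per compound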
Starred values were filed as active, the others as inactive; . = not tested or not shown.

The first ten records (preview)
No. | Structure | NPY1 pot ag | Ba/F3 V617F tox | NPY2 pot ag | NPY-Y1 antag | BaF3 parental
1 | CCOC(=O)N1CCC(N(CCN(C)C)C(=S)Nc2cccc(SC)c2)CC1 | -4 | -2 | -10 | -1 | 6
2 | O=S1(=O)CC/C(=N\Nc2ccc(F)cc2)c2ccsc21 | 34 | -2 | 10 | -3 | 5
3 | O=C(Nc1ccc2oc(-c3ccc4ccccc4c3)nc2c1)c1cccs1 | 0 | -2 | 4 | -1 | 4
4 | O=C(Nc1ccc2c(c1)OCCO2)c1ccc(Cl)c([N+](=O)[O-])c1 | -2 | 0 | 14 | -4 | 1
5 | COc1ccc(Cl)cc1NC(=S)N1CCN(S(C)(=O)=O)CC1 | 6 | -2 | -17 | . | 0
6 | CC1(C)CC(NC2C3CC4CC(C3)CC2C4)CC(C)(C)N1 (centres undefined) | -6 | 0 | -25 | . | 2
7 | Clc1ccc2[nH]cc(-c3nnnn3-c3ccccc3)c2c1 | 20 | 1 | 16 | -4 | 5
8 | O=c1[nH]c2c(s1)C(c1cccnc1)C1C3CCC(C3)C1S2 (centres undefined) | 19 | -3 | -9 | . | -1
9 | COc1ccc(C(N)=O)cc1N | -7 | -1 | 2 | 2 | -4
10 | Cc1nc2sc3c(c2c(=O)n1/N=C/c1cccnc1)CCCC3 | -2 | -1 | -9 | -6 | 10

No. | S1P4 antag | Runt-CBFb FRET | S1P4 agonist | RBBP9 inh
1 | -4 | 1 | 0.2 | 3
2 | -9 | 1 | 1.8 | -7
3 | -7 | -1 | -0.2 | -4
4 | -19 | 0 | 0.3 | -10
5 | -9 | 2 | 2.2 | -7
6 | 12 | 2 | 0.3 | -5
7 | -12 | -3 | 0.7 | -9
8 | 9 | 14 | 1.9 | 5
9 | -9 | 0 | -0.5 | -7
10 | 1 | 1 | -0.8 | -2

The listing, previewed entries included:
No. | Structure | NPY1 pot ag | Ba/F3 V617F tox | NPY2 pot ag | NPY-Y1 antag | BaF3 parental
1 | CCOC(=O)N1CCC(N(CCN(C)C)C(=S)Nc2cccc(SC)c2)CC1 | -4 | -2 | -10 | -1 | 6
2 | O=S1(=O)CC/C(=N\Nc2ccc(F)cc2)c2ccsc21 | 34 | -2 | 10 | -3 | 5
3 | O=C(Nc1ccc2oc(-c3ccc4ccccc4c3)nc2c1)c1cccs1 | 0 | -2 | 4 | -1 | 4
4 | O=C(Nc1ccc2c(c1)OCCO2)c1ccc(Cl)c([N+](=O)[O-])c1 | -2 | 0 | 14 | -4 | 1
5 | COc1ccc(Cl)cc1NC(=S)N1CCN(S(C)(=O)=O)CC1 | 6 | -2 | -17 | . | 0
6 | CC1(C)CC(NC2C3CC4CC(C3)CC2C4)CC(C)(C)N1 (centres undefined) | -6 | 0 | -25 | . | 2
7 | Clc1ccc2[nH]cc(-c3nnnn3-c3ccccc3)c2c1 | 20 | 1 | 16 | -4 | 5
8 | O=c1[nH]c2c(s1)C(c1cccnc1)C1C3CCC(C3)C1S2 (centres undefined) | 19 | -3 | -9 | . | -1

No. | S1P4 antag | Runt-CBFb FRET | S1P4 agonist | RBBP9 inh
1 | -4 | 1 | 0.2 | 3
2 | -9 | 1 | 1.8 | -7
3 | -7 | -1 | -0.2 | -4
4 | -19 | 0 | 0.3 | -10
5 | -9 | 2 | 2.2 | -7
6 | 12 | 2 | 0.3 | -5
7 | -12 | -3 | 0.7 | -9
8 | 9 | 14 | 1.9 | 5

The listing continues:
No. | Structure | NPY1 pot ag | Ba/F3 V617F tox | NPY2 pot ag | NPY-Y1 antag | BaF3 parental
9 | COc1ccc(C(N)=O)cc1N | -7 | -1 | 2 | 2 | -4
10 | Cc1nc2sc3c(c2c(=O)n1/N=C/c1cccnc1)CCCC3 | -2 | -1 | -9 | -6 | 10
11 | Cc1nc(/C=C/c2ccccc2)cc(/C=C/c2ccccc2)n1 | -29 | 0 | -16 | 2 | 2
12 | COc1cccc(NC(=O)COC(=O)c2c(F)cccc2Cl)c1 | -14 | 6 | -5 | 6 | 12
13 | O=C(c1cccnc1)N1CCN(S(=O)(=O)c2ccc(Cl)cc2)CC1 | 4 | -3 | 3 | 5 | 6
14 | Cc1ccc(CNS(=O)(=O)NCc2ccc(Cl)cc2)cc1 | -4 | -1 | -2 | 1 | 1
15 | Cc1ccc(-n2cccn2)c(CN2CCC(CO)(CCc3ccccc3)CC2)c1 | -29 | 4 | -15 | 45* | 4
16 | O=C1CC[C@@H](C(=O)N2CSC[C@H]2C(=O)O)N1 | 6 | -4 | 3 | 3 | -5

No. | S1P4 antag | Runt-CBFb FRET | S1P4 agonist | RBBP9 inh
9 | -9 | 0 | -0.5 | -7
10 | 1 | 1 | -0.8 | -2
11 | 10 | -3 | -2.7 | -11
12 | -9 | -1 | 0.8 | 1
13 | -4 | -3 | -1.9 | -2
14 | 0 | 1 | 0.7 | 5
15 | -4 | 0 | 2.4 | -11
16 | 13 | 3 | 1.0 | 2

Further results follow.
No. | Structure | NPY1 pot ag | Ba/F3 V617F tox | NPY2 pot ag | NPY-Y1 antag | BaF3 parental
17 | COc1ccc2[nH]c3c4c(ccc3c2c1)C(=O)C=CC4=O | 33 | 46* | -19 | . | 8
18 | COc1ccc(NC(=O)c2oc3ccc(S(=O)(=O)N4CCOCC4)cc3c2C)cc1 | -10 | 6 | -9 | 0 | 6
19 | CCOC(=O)c1cccc(NC(=O)Cn2c(CC(=O)N3CCCC3)nc3ccccc32)c1 | -8 | -2 | 0 | 0 | 5
20 | O=C(O)COc1ccc(NC(=O)c2ccco2)cc1 | -19 | 3 | -10 | 1 | 8
21 | CCN(CC)CCCNC(=O)Cn1nc([N+](=O)[O-])c(Cl)c1C | -8 | 2 | 6 | -1 | 5
22 | Cc1ccc(CN2C(=O)N/C(=C\c3ccc(N4CCOCC4)cc3)C2=O)cc1 | 8 | -5 | 5 | 2 | -1
23 | COc1cc(NC(=S)N2CCN(C(=O)C3CCCO3)CC2)c(OC)cc1Cl (centres undefined) | 7 | 2 | 3 | 1 | 4
24 | CCOC(=O)C1C(c2ccccc2Cl)NC(=O)N(C)C1(O)C(F)(F)F (centres undefined) | -18 | -3 | 16 | -8 | 0

No. | S1P4 antag | Runt-CBFb FRET | S1P4 agonist | RBBP9 inh
17 | 14 | 55* | 2.3 | 84*
18 | 0 | -1 | -0.8 | 0
19 | 2 | -2 | 0.4 | 0
20 | -2 | 3 | -0.8 | -12
21 | 0 | -2 | 0.2 | -5
22 | -6 | -11 | 0.5 | 1
23 | -12 | 0 | 3.0 | -3
24 | -18 | -2 | -0.9 | -1

Next section:
No. | Structure | NPY1 pot ag | Ba/F3 V617F tox | NPY2 pot ag | NPY-Y1 antag | BaF3 parental
25 | O=C1NCCCN1Cc1ccc(F)cc1 | -2 | 1 | 1 | 1 | 4
26 | CCCCc1nc(NCCN2CCOCC2)c(C#N)c2c1COC(C)(C)C2 | -28 | -6 | 7 | 6 | 0
27 | Cc1cccc2cc(COC(=O)C(C)C)c(=O)[nH]c12 | -10 | 3 | 2 | -5 | 2
28 | COc1cccc(/C=C(/C(=O)OCC(=O)NC2CCCC(C)C2C)c2ccccc2)c1 (centres undefined) | -26 | 2 | -15 | 6 | 6
29 | CCN(CC)C1CCCCC1NS(=O)(=O)c1ccc(Cl)cc1 (centres undefined) | -4 | 1 | -12 | -3 | 6
30 | OCCN(Cc1ccccc1)CC1CCCCC1 | -3 | 0 | -1 | 3 | 10
31 | O=C(COC(=O)c1ccc(O)cc1)Nc1ccc(Cl)cc1 | 3 | 7 | -5 | 0 | 8
32 | CCN1CCN(C(=O)CCc2nc3ccccc3c(=O)[nH]2)CC1 | -3 | 4 | -25 | -1 | 9

No. | S1P4 antag | Runt-CBFb FRET | S1P4 agonist | RBBP9 inh
25 | 20 | 2 | -0.1 | 2
26 | 2 | -3 | 0.4 | -9
27 | -1 | 0 | 0.9 | 1
28 | 6 | -7 | -0.1 | -15
29 | -5 | 1 | -2.3 | -3
30 | -7 | 3 | -1.6 | -8
31 | 1 | 0 | -2.3 | -7
32 | -6 | 1 | -0.2 | 0

(more compounds)
No. | Structure | NPY1 pot ag | Ba/F3 V617F tox | NPY2 pot ag | NPY-Y1 antag | BaF3 parental
33 | CCCc1nc2ccccc2n1Cc1ccccc1OC | 8 | -5 | 19 | -2 | -3
34 | NNC(=O)c1ccc(Cn2cc(Cl)cn2)o1 | 7 | 6 | 8 | . | 8
35 | COc1ccccc1N1CCN(/N=C/c2c(C)nn(-c3ccccc3)c2C)CC1 | -14 | 4 | -9 | 11 | 4
36 | CC(=O)Nc1c2c(nn1-c1ccc(C)cc1C)CSC2 | 1 | 0 | 9 | 3 | 0
37 | O=c1nc2n(Cc3ccccc3)c3ccccc3cc-2c(=O)[nH]1 | -17 | -2 | -5 | 2 | 5
38 | NS(=O)(=O)c1ccc(CCNC(=O)C2CCCCC2)cc1 | 12 | 1 | 4 | 2 | 7
39 | O=C(Nc1ccccc1N1CCCC1)c1ccc([N+](=O)[O-])cc1Cl | 7 | -2 | -3 | 4 | 1
40 | Cc1ccccc1NC(=O)Cn1nnc2c(cnn2-c2ccc(F)cc2)c1=O | -23 | 3 | -7 | 1 | 2

No. | S1P4 antag | Runt-CBFb FRET | S1P4 agonist | RBBP9 inh
33 | -33 | 0 | 2.2 | 4
34 | 3 | -1 | 0.4 | -5
35 | -11 | -1 | -3.3 | -8
36 | -16 | 1 | 1.4 | -6
37 | 6 | 63* | 0.2 | -3
38 | -7 | 1 | -0.1 | -5
39 | 4 | 0 | -1.4 | -5
40 | -4 | . | -0.8 | -2

(continued)
No. | Structure | NPY1 pot ag | Ba/F3 V617F tox | NPY2 pot ag | NPY-Y1 antag | BaF3 parental
41 | CC(C)(/C=N/O)N(O)C=C1C=CC(=O)C=C1 | 19 | -5 | -1 | . | 5
42 | COc1cc(NC(=S)NC(=O)C(C)C)ccc1NC(=O)c1cc2ccccc2o1 | 13 | 1 | 8 | 1 | 3
43 | Cc1c(NS(=O)(=O)c2cccc(C(=O)NCc3ccc(Cl)cc3)c2)c(=O)n(-c2ccccc2)n1C | 7 | -3 | -5 | 5 | 5
44 | COc1cc(NC(=O)c2ccc3c(c2)OCO3)c2ncccc2c1 | -1 | -3 | -5 | 7 | 1
45 | Cc1cc(C=C2C(=O)c3ccccc3C2=O)c(C)n1-c1ccccc1 | 22 | 0 | -4 | 1 | -2
46 | Cc1cccc(CC(C)NC(=O)CCc2nnc(CCCCc3ccccc3)o2)n1 (centres undefined) | 1 | -5 | -1 | 5 | 4
47 | CSc1nnc2c(n1)OC(C)=Nc1ccccc1-2 | -10 | 7 | 5 | -1 | 8
48 | O=C(CCSCCC(=O)NCc1ccc(F)cc1)NCc1ccc(F)cc1 | 10 | 0 | -16 | -3 | 5

No. | S1P4 antag | Runt-CBFb FRET | S1P4 agonist | RBBP9 inh
41 | 6 | 0 | -2.5 | 8
42 | -1 | 4 | -0.8 | -4
43 | -8 | 0 | 1.7 | 5
44 | 2 | -1 | 0.3 | 6
45 | 3 | -13 | 3.6 | -5
46 | -14 | -2 | 0.7 | -6
47 | 5 | -1 | 0.6 | -9
48 | -27 | 0 | -2.3 | 0

Compounds were not picked by outcome. Share with any hit: about 3.6%.
